ABCB6 inh 2 – inhibitors of human ABC transporter ABCB6. hit rate 0.19% among 360,000. K562-ABCB6 porphyrin accumulation, flow cytometry, 1 h; stronger effect = lower value. fluorescence ratio to DMSO, % at 10 µM. AID 602162. Q9NP58;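 active means fluorescence ratio to DMSO below 75%, the collection mean minus 3 SD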;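 further: signal is porphyrin accumulated inside mitochondria; 100% equals median channel fluorescence of DMSO control wells; lower ratio means ABCB6 inhibition with less porphyrin fluorescence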
MC4R ag barr – human MC4R agonism via beta-arrestin. hit rate 0.98% among 360,000. U2OS MC4R beta-arrestin complementation, luminescence; percent of melanotan II response, DMSO zero. activation, % at 8.9 µM. P32245;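 active means activation above a per-plate cutoff, the mean activation of sample wells on that plate plus 3 SD, cut at about 8% in these data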
Target sequence (P32245 whole entry, looked up): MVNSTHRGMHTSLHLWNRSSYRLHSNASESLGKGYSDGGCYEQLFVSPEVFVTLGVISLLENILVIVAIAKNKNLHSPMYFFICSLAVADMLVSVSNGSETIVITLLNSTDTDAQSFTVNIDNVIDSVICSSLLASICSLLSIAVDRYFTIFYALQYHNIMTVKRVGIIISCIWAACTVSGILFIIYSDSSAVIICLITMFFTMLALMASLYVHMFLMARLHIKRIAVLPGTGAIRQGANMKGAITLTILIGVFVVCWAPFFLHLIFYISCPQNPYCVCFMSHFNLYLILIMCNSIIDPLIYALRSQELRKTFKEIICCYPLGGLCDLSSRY
CaV13 FRET inh – Disruptors of the CACNA1D IQ motif to Ca2+-dependent inactivation inhibitor domain association, primary screening, Förster resonance energy transfer in intact living … | HEK cells, CFP/YFP FRET ICDI-IQ, plate reader, 10 min; percent FRET-ratio fall versus neutral wells | inhibition, % at 12.3 µM | hit rate 0.098% among 340,000 | AID 743397;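 active means mean replicate inhibition of at least 30% and at least 1% of replicates passing that level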;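 further: 0% = median of the neutral control wells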
MC4R antag cAMP – human MC4R antagonism in cAMP assay; P32245; MC4R-expressing cells, MTII-stimulated cAMP, LANCE TR-FRET; inhibition, % at 6.5 µM; hit rate 0.48% among 360,000; AID 540295;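 active means inhibition above its plate's cutoff, the mean of tested wells on that plate plus 3 SD, cut at about 29% in these data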;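 further: 0% = Melanotan II alone and 100% = Melanotan II plus saturating MCL0020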
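Material – human MC4R-expressing U2OS cells · Repeats – no replicates · Detection – TR-FRET with Eu-cAMP and labeled anti-cAMP, 671 nm · Times – compound 30 min, challenge 1 h, detection 1 h · Compound – single nominal compound dose of 6.5 µM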
ABHD5 PLIN5 PPI – ABHD5-PLIN5 protein interaction inhibition. Split G. princeps luciferase complementation, luminescence, 4 h. hit rate 0.78% among 360,000. inhibition, % at 4 µM;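 active means inhibition above the mean inhibition across every tested compound plus 3 SD, cut at about 22% in these data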;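 further: 0% = DMSO only wells and the 100% control is not disclosed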
H9c2 protect – modulators protecting cardiomyocytes from myocardial damage | H9c2 cardiomyocytes, H2O2 injury protection, ATPLite, 2 h | protection from H2O2 cell death, % at 20 µM | hit rate 0.63% among 360,000 | AID 588492;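 active means compounds giving at least 50% protection of heart cells from peroxide-induced death in the single-dose screen, raw or plate-pattern-corrected value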;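 further: 0% = DMSO wells with peroxide and 100% = DMSO wells without peroxide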
Exocytosis inh – blocks lytic granule exocytosis; TALL-104 LAMP-1 surface exposure, flow cytometry; cells stimulated with thapsigargin and PMA; inhibition, % at 10 µM; hit rate 0.66% among 360,000; AID 651702;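 active means inhibition above about 55%, limit read from the data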
N-glyco inh – blocks N-linked glycosylation in D54 reporter cells; D54 ERlucT glycosylation luciferase reporter, 24 h; percent of 100 nM tunicamycin response; reporter increase, % at 12.5 µM; hit rate 0.23% among 360,000; AID 588692;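 active means mean luciferase reporter signal, scaled so untreated is 0 and the glycosylation-blocking control 100, at or above a set limit in every replicate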;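 further: luciferase carries N-glycosylation sites so blocking glycosylation raises the light; 0% = median of neutral control wells and 100% = median of 100 nM tunicamycin wells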
HTR2A ag – mouse HTR2A agonism via beta-arrestin recruitment; P35363; CHO-K1 mHTR2A beta-arrestin complementation, luminescence; percent of 30 µM serotonin response; activation, % at 7.6 µM; hit rate 0.66% among 360,000; AID 624169;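 active means activation above a run cutoff, the mean activation of all tested compounds plus 3 SD, cut at about 14% in these data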;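 further: 0% = plate median of compound wells and 100% = 30 µM serotonin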
PDI inh – inhibitors of human protein disulfide isomerase. PDI insulin aggregation turbidity, A650, 90 min. inhibition, % at 10 µM. hit rate 0.052% among 350,000. AID 588391;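 active means mean inhibition across replicates of 30% or more, whatever share of single replicates reach that level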;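 further: absorbance from insulin aggregation driven by PDI reduction with DTT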
Target sequence (P07237 whole entry, looked up): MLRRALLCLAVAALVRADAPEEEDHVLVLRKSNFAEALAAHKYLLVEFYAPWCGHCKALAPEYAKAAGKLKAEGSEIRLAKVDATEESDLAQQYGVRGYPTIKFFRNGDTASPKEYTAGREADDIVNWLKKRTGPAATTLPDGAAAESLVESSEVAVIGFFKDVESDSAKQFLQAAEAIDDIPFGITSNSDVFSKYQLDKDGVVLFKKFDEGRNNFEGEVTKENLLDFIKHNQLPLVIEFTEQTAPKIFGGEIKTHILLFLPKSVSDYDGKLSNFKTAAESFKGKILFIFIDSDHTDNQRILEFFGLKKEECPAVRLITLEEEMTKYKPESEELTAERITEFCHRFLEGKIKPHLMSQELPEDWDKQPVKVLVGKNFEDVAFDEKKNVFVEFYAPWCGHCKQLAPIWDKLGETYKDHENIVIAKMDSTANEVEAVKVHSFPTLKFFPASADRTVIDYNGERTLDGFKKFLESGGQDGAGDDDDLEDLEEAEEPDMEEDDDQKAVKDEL
Numbers without * were called inactive.

What do the screens show for `CCCc1nc2cc(C)c(Br)c(C)n2c1CC1CCCCC1`?
ABCB6 inh 2: 98; CaV13 FRET inh: -5; ABHD5 PLIN5 PPI: 3; Exocytosis inh: -4; HTR2A ag: 1

Results for CC(=O)N1CCN(c2nc3ccc([N+](=O)[O-])cc3s2)CC1 ?
ABCB6 inh 2: 98; MC4R ag barr: -1.4; CaV13 FRET inh: -14; MC4R antag cAMP: 6; ABHD5 PLIN5 PPI: -1; H9c2 protect: -2; Exocytosis inh: -1; N-glyco inh: -1; HTR2A ag: -2; PDI inh: 3

How did CCOc1ccccc1NC(=O)c1ccc2c(=O)n3c(nc2c1)CCCCC3 do in these assays?
ABCB6 inh 2: 100; MC4R ag barr: -0.8; CaV13 FRET inh: -3; MC4R antag cAMP: 23; ABHD5 PLIN5 PPI: 7; H9c2 protect: 1; Exocytosis inh: 12; N-glyco inh: 1; HTR2A ag: -4; PDI inh: -4

How did CC1CCCC(C)N1NC(=O)Cc1ccccc1 (centres undefined) do in these assays?
ABCB6 inh 2: 98; MC4R ag barr: -0.9; CaV13 FRET inh: -3; MC4R antag cAMP: 13; ABHD5 PLIN5 PPI: 0; H9c2 protect: -8; Exocytosis inh: -13; N-glyco inh: 2; HTR2A ag: -4; PDI inh: 4

Results for Cc1cc(NC(=O)CCCC(=O)O)nc(C)n1 ?
ABCB6 inh 2: 103; MC4R ag barr: 1.4; CaV13 FRET inh: -12; MC4R antag cAMP: -1; ABHD5 PLIN5 PPI: 6; H9c2 protect: -6; Exocytosis inh: 2; N-glyco inh: 2; HTR2A ag: 2; PDI inh: -8

How did CCCNC(=O)c1cc(OC)c(OC)cc1[N+](=O)[O-] do in these assays?
ABCB6 inh 2: 103; MC4R ag barr: -1.6; CaV13 FRET inh: -8; MC4R antag cAMP: 6; ABHD5 PLIN5 PPI: 0; H9c2 protect: -5; Exocytosis inh: -2; N-glyco inh: -1; HTR2A ag: 1; PDI inh: 1

Results for O=C1[C@H]2[C@@H](C(=O)N1c1cc(Cl)cc(Cl)c1)[C@]1(C(=O)Nc3ccccc31)N1CCC[C@@H]21 ?
ABCB6 inh 2: 111; MC4R ag barr: 1.4; CaV13 FRET inh: -3; MC4R antag cAMP: 9; ABHD5 PLIN5 PPI: -3; H9c2 protect: 2; Exocytosis inh: -1; N-glyco inh: 0; HTR2A ag: 1; PDI inh: 0

Results for COc1cc(NS(=O)(=O)c2ccc(N/C=C(\C#N)c3nc4ccccc4o3)cc2)nc(OC)n1 ?
ABCB6 inh 2: 108; MC4R ag barr: 1.6; MC4R antag cAMP: 1; ABHD5 PLIN5 PPI: 2; H9c2 protect: 4; Exocytosis inh: -4; N-glyco inh: 1; HTR2A ag: -4; PDI inh: 11

What do the screens show for `NC(=O)NNc1cccc(Cl)n1`?
ABCB6 inh 2: 101; MC4R ag barr: -1.1; CaV13 FRET inh: -4; MC4R antag cAMP: -2; ABHD5 PLIN5 PPI: -4; H9c2 protect: 1; Exocytosis inh: -1; N-glyco inh: 3; HTR2A ag: -1; PDI inh: 11

Results for O=S(=O)(c1cccs1)N1CN(Cc2ccc(F)cc2)c2nc3ccccc3nc21 ?
ABCB6 inh 2: 94; MC4R ag barr: 0.2; MC4R antag cAMP: 0; ABHD5 PLIN5 PPI: 0; H9c2 protect: 4; Exocytosis inh: -1; N-glyco inh: -3; HTR2A ag: -2; PDI inh: -6

Results for O=C(Nc1ccc(Nc2ccncc2)cc1)c1ccc(Nc2ccnc3ccc([N+](=O)[O-])cc23)cc1 ?
ABCB6 inh 2: 94; MC4R ag barr: 0.9; CaV13 FRET inh: -17; MC4R antag cAMP: 15; ABHD5 PLIN5 PPI: -5; H9c2 protect: -6; Exocytosis inh: -42; N-glyco inh: 0; HTR2A ag: 5; PDI inh: -4

Results for COCCOC(=O)C1=C(C)N=c2s/c(=C\c3cccs3)c(=O)n2C1c1cccs1 (centres undefined) ?
ABCB6 inh 2: 100; MC4R ag barr: -2.3; CaV13 FRET inh: -6; MC4R antag cAMP: 0; ABHD5 PLIN5 PPI: -6; H9c2 protect: 10; Exocytosis inh: -3; N-glyco inh: -1; HTR2A ag: -3; PDI inh: 2

How did CCOC(=O)C1=C(C)NC(C)=C(C(=O)OCC)C1C(=O)OCC(=O)NC1CCCCC1 do in these assays?
ABCB6 inh 2: 93; MC4R ag barr: -1.6; CaV13 FRET inh: -5; MC4R antag cAMP: 17; ABHD5 PLIN5 PPI: 4; H9c2 protect: 83*; Exocytosis inh: 7; N-glyco inh: 0; HTR2A ag: 1; PDI inh: 4

Results for COc1ccc(OC)c(S(=O)(=O)N2CCC(C(=O)N3CCCC3)CC2)c1 ?
ABCB6 inh 2: 101; MC4R ag barr: 1.7; CaV13 FRET inh: -3; MC4R antag cAMP: 13; ABHD5 PLIN5 PPI: 1; H9c2 protect: -5; Exocytosis inh: -1; N-glyco inh: 1; HTR2A ag: 1; PDI inh: 11

Results for CCC(C)N1CCNCC1 (centres undefined) ?
ABCB6 inh 2: 98; MC4R ag barr: -4.2; CaV13 FRET inh: -7; MC4R antag cAMP: -1; ABHD5 PLIN5 PPI: 2; H9c2 protect: 4; Exocytosis inh: 1; N-glyco inh: -1; HTR2A ag: -1; PDI inh: 11

Arranged by count of non-hydrogen atoms (highest first): some entries from above
Results for COc1cc(NS(=O)(=O)c2ccc(N/C=C(\C#N)c3nc4ccccc4o3)cc2)nc(OC)n1 ?
ABCB6 inh 2: 108; MC4R ag barr: 1.6; MC4R antag cAMP: 1; ABHD5 PLIN5 PPI: 2; H9c2 protect: 4; Exocytosis inh: -4; N-glyco inh: 1; HTR2A ag: -4; PDI inh: 11

Results for O=C1[C@H]2[C@@H](C(=O)N1c1cc(Cl)cc(Cl)c1)[C@]1(C(=O)Nc3ccccc31)N1CCC[C@@H]21 ?
ABCB6 inh 2: 111; MC4R ag barr: 1.4; CaV13 FRET inh: -3; MC4R antag cAMP: 9; ABHD5 PLIN5 PPI: -3; H9c2 protect: 2; Exocytosis inh: -1; N-glyco inh: 0; HTR2A ag: 1; PDI inh: 0

How did CCCNC(=O)c1cc(OC)c(OC)cc1[N+](=O)[O-] do in these assays?
ABCB6 inh 2: 103; MC4R ag barr: -1.6; CaV13 FRET inh: -8; MC4R antag cAMP: 6; ABHD5 PLIN5 PPI: 0; H9c2 protect: -5; Exocytosis inh: -2; N-glyco inh: -1; HTR2A ag: 1; PDI inh: 1

Other compounds follow.
Results for COc1ccc(Oc2c(C(F)(F)F)oc3cc(OCC(=O)O)ccc3c2=O)cc1 ?
ABCB6 inh 2: 97; MC4R ag barr: -3.1; CaV13 FRET inh: -4; MC4R antag cAMP: 7; ABHD5 PLIN5 PPI: 1; H9c2 protect: -2; Exocytosis inh: -9; N-glyco inh: -1; HTR2A ag: -5; PDI inh: 6

What do the screens show for `CCOc1cc2[nH]c(=S)n(C(C)C)c(=O)c2cc1OCC`?
ABCB6 inh 2: 96; MC4R ag barr: 3.1; CaV13 FRET inh: -4; MC4R antag cAMP: -1; ABHD5 PLIN5 PPI: -2; H9c2 protect: 24; Exocytosis inh: -1; N-glyco inh: 4; HTR2A ag: -4; PDI inh: 0

How did COCCn1c(SCC(=O)c2ccccc2)nc2c(c1=O)SC(C)C2 (centres undefined) do in these assays?
ABCB6 inh 2: 101; MC4R ag barr: -0.6; CaV13 FRET inh: -5; MC4R antag cAMP: 4; ABHD5 PLIN5 PPI: -4; H9c2 protect: 13; Exocytosis inh: -2; N-glyco inh: 3; HTR2A ag: -9; PDI inh: -4

What do the screens show for `COC(=O)C(C(=O)Nc1ncccn1)C1CCCCCC1` (centres undefined)?
ABCB6 inh 2: 94; MC4R ag barr: -1.4; CaV13 FRET inh: -5; MC4R antag cAMP: 1; ABHD5 PLIN5 PPI: 2; H9c2 protect: 4; Exocytosis inh: -5; N-glyco inh: -2; HTR2A ag: 1; PDI inh: -11

What do the screens show for `O=C(c1cc(C2CCCCN2S(=O)(=O)c2ccccc2)on1)N1CCOCC1` (centres undefined)?
ABCB6 inh 2: 98; MC4R ag barr: 0.0; CaV13 FRET inh: -6; MC4R antag cAMP: 1; ABHD5 PLIN5 PPI: 4; H9c2 protect: 3; Exocytosis inh: -4; N-glyco inh: 0; HTR2A ag: 9; PDI inh: -8

How did Cc1ccccc1NC(=O)c1ccc(C)c(S(=O)(=O)Nc2ccccn2)c1 do in these assays?
ABCB6 inh 2: 95; MC4R ag barr: -2.0; CaV13 FRET inh: -7; MC4R antag cAMP: -6; ABHD5 PLIN5 PPI: 6; H9c2 protect: -1; Exocytosis inh: -1; N-glyco inh: 1; HTR2A ag: -1; PDI inh: 1

What do the screens show for `CC(=O)c1c(N2CCN(c3ccccn3)CC2)nc(=S)n(-c2ccccc2)c1C`?
ABCB6 inh 2: 104; MC4R ag barr: 0.2; CaV13 FRET inh: -7; MC4R antag cAMP: 2; ABHD5 PLIN5 PPI: -4; H9c2 protect: 4; Exocytosis inh: -2; N-glyco inh: 2; HTR2A ag: 9; PDI inh: 1

Results for O=C(Nc1ccccc1C(=O)N1CCOCC1)c1ccco1 ?
ABCB6 inh 2: 103; MC4R ag barr: -1.0; CaV13 FRET inh: 0; MC4R antag cAMP: 0; ABHD5 PLIN5 PPI: -8; H9c2 protect: 4; Exocytosis inh: 2; N-glyco inh: 1; HTR2A ag: -1; PDI inh: 10

How did COCCCNC(=O)c1c[nH]c2ccc(S(=O)(=O)N3CCC4(CC3)OCCO4)cc2c1=O do in these assays?
ABCB6 inh 2: 97; MC4R ag barr: -2.5; CaV13 FRET inh: -2; MC4R antag cAMP: -3; ABHD5 PLIN5 PPI: 1; H9c2 protect: 7; Exocytosis inh: 1; N-glyco inh: 2; HTR2A ag: -1; PDI inh: 0

How did COc1cc(CN2CCC(Cc3ccccc3)CC2)c([N+](=O)[O-])cc1OC do in these assays?
ABCB6 inh 2: 95; MC4R ag barr: -1.0; CaV13 FRET inh: -20; MC4R antag cAMP: -5; ABHD5 PLIN5 PPI: -1; H9c2 protect: -3; Exocytosis inh: -2; N-glyco inh: -2; HTR2A ag: -6; PDI inh: -4

Results for CCS(=O)(=O)c1ncc(Cl)c(C(=O)Nc2ccc(S(=O)(=O)N3CCC(C)CC3)cc2)n1 ?
ABCB6 inh 2: 44*; MC4R ag barr: -3.0; CaV13 FRET inh: -2; MC4R antag cAMP: 56*; ABHD5 PLIN5 PPI: 73*; H9c2 protect: -17; Exocytosis inh: 22; N-glyco inh: -25; HTR2A ag: -8; PDI inh: -2

How did OC(COc1c(Cl)cc(Cl)cc1Cl)CN1CCCCC1 (centres undefined) do in these assays?
ABCB6 inh 2: 100; MC4R ag barr: 0.4; CaV13 FRET inh: -5; MC4R antag cAMP: 9; ABHD5 PLIN5 PPI: 4; H9c2 protect: 3; Exocytosis inh: 2; N-glyco inh: -2; HTR2A ag: -7; PDI inh: -1

Screening results deposited in PubChem by several laboratories.
